MPTP block – mitochondrial permeability transition pore inhibitors, primary screen, biochemical, isolated mouse mitochondria, absorbance | Ca2+ swelling absorbance, 30 min | inhibition, % at 10 µM | hit rate 1.4% among 360,000 | AID 602449, 2012;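 active = inhibition of 50% or more, scaled per plate between neutral and stimulator controls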;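 note: 0% = DMSO wells given calcium and 100% = 1 mM EGTA wells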
CCR6 antagonist – CCR6 receptor antagonists, primary screen, cell-based, CHO-K1, luminescence, beta-arrestin, uHTS; hit rate 0.49% among 340,000; inhibition, % at 20 µM; C-C chemokine receptor type 6 (Homo sapiens), P51684; CHO-K1 CCR6 PathHunter beta-arrestin, CCL20-stimulated; AID 493098, 2011;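 active = compounds whose inhibition of the agonist-driven luminescence signal at 20 µM reaches about 50%, limit read from the data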;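 note: cells stimulated with CCL20 at 14 nM final; plate controls were DMSO with CCL20 for no effect and DMSO without agonist for full effect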
Target sequence (P51684 whole entry, looked up): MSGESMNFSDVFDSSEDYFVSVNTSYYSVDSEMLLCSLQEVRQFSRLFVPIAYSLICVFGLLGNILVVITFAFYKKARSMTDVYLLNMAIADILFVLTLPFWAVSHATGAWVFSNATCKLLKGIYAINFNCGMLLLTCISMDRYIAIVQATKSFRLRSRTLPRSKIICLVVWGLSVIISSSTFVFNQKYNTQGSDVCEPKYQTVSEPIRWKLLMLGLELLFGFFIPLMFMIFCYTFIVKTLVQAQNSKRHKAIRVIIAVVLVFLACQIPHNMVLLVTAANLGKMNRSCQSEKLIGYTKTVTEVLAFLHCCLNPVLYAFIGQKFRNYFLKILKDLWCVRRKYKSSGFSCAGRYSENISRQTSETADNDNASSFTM
GRIN3A LBD mod – binders of NR3A ligand-binding domain, primary screen, biophysical, differential scanning fluorimetry, uHTS | Glutamate receptor ionotropic, NMDA 3A (GRIN3A) ligand-binding domain | NR3A LBD differential scanning fluorimetry, Tm shift; 0% = protein alone, 100% = glycine-bound protein | Tm shift relative to glycine control, % at 25 µM | hit rate 2.5% among 340,000 | AID 1259313, 2017;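 active = melting temperature shift of at least 10% of the positive control shift, at one fixed dose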
APOBEC3A inh – APOBEC3A ssDNA deaminase inhibitors, primary screen, selectivity assay for APOBEC3G inhibitor project, biochemical, FAM/TAMRA oligo cleavage fluorescence; DNA dC->dU-editing enzyme APOBEC-3A (Homo sapiens), P31941; recombinant A3A, FAM/TAMRA ssDNA deamination fluorescence; inhibition, % at 20 µM; hit rate 0.41% among 330,000; AID 493011, 2011;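 active = at least 40% inhibition at 20 µM here, with at most 30% in a related deaminase screen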;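 note: plate controls were A3A with DMSO for no effect and wells lacking A3A enzyme for full effect; some results filed as inactive read as strong as hits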
Target sequence (P31941 whole entry, looked up): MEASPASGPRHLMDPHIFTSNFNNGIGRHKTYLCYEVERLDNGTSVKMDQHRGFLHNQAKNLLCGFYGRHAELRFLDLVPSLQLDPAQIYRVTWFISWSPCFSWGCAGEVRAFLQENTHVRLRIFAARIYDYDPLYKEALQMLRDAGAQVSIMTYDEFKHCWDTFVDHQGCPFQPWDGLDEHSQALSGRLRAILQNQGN
EBI2 antag – EBI2 receptor antagonists, beta-arrestin recruitment, primary screen, cell-based, luminescence, 7a,25-OHC stimulation, uHTS; G-protein coupled receptor 183 (Homo sapiens), P32249; 7a,25-OHC stimulated; inhibition, % at 5 µM; hit rate 0.81% among 360,000; AID 651636, 2012; in the data active = inhibition above about 38%;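 note: enzyme fragment complementation signal reports receptor beta-arrestin coupling in cells; 0% = agonist plus DMSO wells and 100% = wells without agonist; some results beyond the cut were filed as inactive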
Target sequence (P32249 whole entry, looked up, the tested form may be a part): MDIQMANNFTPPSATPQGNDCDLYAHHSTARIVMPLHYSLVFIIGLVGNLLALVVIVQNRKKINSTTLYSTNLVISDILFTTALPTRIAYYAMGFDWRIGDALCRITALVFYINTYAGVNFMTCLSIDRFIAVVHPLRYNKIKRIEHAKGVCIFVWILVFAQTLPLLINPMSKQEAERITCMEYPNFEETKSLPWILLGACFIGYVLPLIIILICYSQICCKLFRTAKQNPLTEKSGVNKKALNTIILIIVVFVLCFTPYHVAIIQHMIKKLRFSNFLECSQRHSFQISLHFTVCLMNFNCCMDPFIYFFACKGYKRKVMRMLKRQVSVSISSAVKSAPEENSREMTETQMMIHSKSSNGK
CXCR6 inh – CXCR6 receptor inhibitors, primary screen, cell-based, beta-arrestin, luminescence, CHO-K1 PathHunter, 1536-well; C-X-C chemokine receptor type 6 (Homo sapiens), O00574; inhibition, % at 20 µM; hit rate 0.36% among 360,000; AID 602244, 2012; in the data active = inhibition above about 34%, passing the limit was not always enough;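 note: antagonist mode with CXCL16 agonist at 10 nM final; 0% = 10 nM CXCL16 with DMSO and 100% = unstimulated wells without agonist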
Gli-Sufu block – Gli-Sufu pathway antagonists, primary screen, luciferase luminescence, Sufu-KO-LIGHT cells, uHTS. Sufu-KO-LIGHT fibroblasts, Gli luciferase reporter luminescence. inhibition, % at 5 µM. hit rate 0.74% among 340,000. AID 588413, 2011;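 active = inhibition above about 55%, limit read from the data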;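 note: 0% = DMSO-treated cells and 100% = wells with medium but no cells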
APOBEC3G inh – APOBEC3G DNA deaminase inhibitors, primary screen, biochemical, fluorescence, single-stranded DNA substrate, uHTS; recombinant A3G, ssDNA deamination FAM/TAMRA fluorescence; AID 493012, 2011; hit rate 0.28% among 330,000; DNA dC->dU-editing enzyme APOBEC-3G (Homo sapiens), Q9HC16; inhibition, % at 20 µM;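 active = inhibition of at least 40% at 20 µM, with no more than 30% in the related APOBEC3A deaminase screen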;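 note: plate controls were DMSO wells with A3G for no effect and wells lacking A3G enzyme for full effect; some compounds called inactive have numbers as strong as hits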
Numbers without * were called inactive; . = no result given.

SMILES	MPTP block	CCR6 antagonist	GRIN3A LBD mod	APOBEC3A inh	EBI2 antag	CXCR6 inh	Gli-Sufu block	APOBEC3G inh
COc1ccc(NC(=O)CSCC(=O)NC2(C)CCS(=O)(=O)C2)cc1 (centres undefined)	-0.9	-2	-1	-2	-4	-7	-6	-5
CCOc1ccc(-c2nc(=S)[nH][nH]2)cc1	2.1	-13	-2	-7	-10	-3	-31	30
Cc1cc(C)nc(NS(=O)(=O)c2ccc(NC(=O)c3cc4c(=O)n5cccc(C)c5nc4n3C)cc2)n1	-1.2	-2	-9	-5	-3	5	-4	-5
CCCCOc1ccc(C(=O)NCC(=O)OC2CCOC2=O)cc1 (centres undefined)	-1.5	5	-4	0	-4	-13	-8	-8
CN(Cc1ccccc1)C(=O)c1cccc(NC(=O)Cc2ccc(NC(=O)C3CCCN(C(=O)C4CCCCC4)C3)cc2)c1 (centres undefined)	0.6	4	3	.	4	-5	-6	.
Cc1ccc(C(=O)C(SC(C)(C)C)n2cncn2)cc1 (centres undefined)	0.8	8	0	-3	-11	4	2	-5
COc1cc(NC(=O)C2CCCN(c3ncccn3)C2)cc(OC)c1 (centres undefined)	-2.6	-8	1	-3	4	2	-2	-6
CSCC(=O)NC1CCCN(C2Cc3ccccc3C2)C1 (centres undefined)	0.2	5	1	-5	-4	4	9	6
COc1ccc(OCC(=O)N(Cc2ccco2)C2CCS(=O)(=O)C2)cc1 (centres undefined)	2.2	-5	-3	0	5	-4	8	-3
CSc1nnc(NC(=O)c2ccc(S(=O)(=O)N3CCOCC3)cc2)s1	-1.3	-1	-1	-3	-13	2	-19	-9
O=C1CN(C(=O)COC(=O)c2ccc[n+]([O-])c2)c2ccccc2N1	-0.5	12	-2	-1	-13	-1	-2	-1
N/C(=N\NC(=O)c1cccs1)c1cc2cc(Cl)ccc2oc1=O	-0.9	8	1	3	1	16	-6	-5
O=C(NCc1ccccc1CN1CCCC1)c1cccc(S(=O)(=O)Nc2ccc(F)cc2)c1	0.8	8	1	0	2	-5	2	-6
O=Cc1ccc(-c2ccc(C(=O)O)cc2)o1	-0.2	5	2	5	-6	1	-1	-3
CCOc1ccc(CN2CCN(CC(O)Cn3c4ccccc4c4ccccc43)CC2)cc1 (centres undefined)	-0.7	3	-1	-3	0	-4	-6	-5

Filtered by structure, the compounds so far containing two or more sulfur atoms
SMILES	MPTP block	CCR6 antagonist	GRIN3A LBD mod	APOBEC3A inh	EBI2 antag	CXCR6 inh	Gli-Sufu block	APOBEC3G inh
COc1ccc(NC(=O)CSCC(=O)NC2(C)CCS(=O)(=O)C2)cc1 (centres undefined)	-0.9	-2	-1	-2	-4	-7	-6	-5
CSc1nnc(NC(=O)c2ccc(S(=O)(=O)N3CCOCC3)cc2)s1	-1.3	-1	-1	-3	-13	2	-19	-9

Going on with the list:
SMILES	MPTP block	CCR6 antagonist	GRIN3A LBD mod	APOBEC3A inh	EBI2 antag	CXCR6 inh	Gli-Sufu block	APOBEC3G inh
Cc1cn(CC(=O)NCCCN2CCCC2=O)c(=O)[nH]c1=O	-0.8	6	0	.	-2	1	21	.
COc1ccccc1N1CCN(C/C(O)=C(\C#N)c2nc(-c3ccccc3)cs2)CC1	1.5	4	-2	-4	8	6	8	-5
COc1cc(/C=C(\C#N)C(=O)NCc2ccccc2)ccc1OCc1ccc(C(=O)O)cc1	-0.1	9	0	-2	-8	6	-2	0
CN1c2ccccc2C(C)(C)C12CCCC(=O)N2 (centres undefined)	22	11	1	-22	-3	-2	-2	1
COc1ccc(-n2c(CN3CCC(C(N)=O)CC3)nc3ccc([N+](=O)[O-])cc3c2=O)c(OC)c1	0.0	-9	-3	1	-20	-5	8	-1
CN(C)CCSc1nc(-c2ccccc2)nc2c1COC(C)(C)C2	25	-2	-1	3	8	9	11	3
COc1ccc(NC(=O)CCCNC(=O)Cn2cnc3sc(C)c(C)c3c2=O)c(OC)c1	-0.6	11	0	0	-1	-2	-2	-3
COc1ccc(CCn2c(SCCN3CCCCC3)nc3ccccc3c2=O)cc1OC	-0.4	14	0	-1	-1	14	37	-2
COc1ccccc1NS(=O)(=O)c1ccc(C(=O)N2CCCC(C)C2)cc1 (centres undefined)	1.1	-6	-10	0	2	8	19	-6
O=C(c1ccc2c(=O)n3c(nc2c1)CCCCC3)N1CCc2ccccc21	0.4	5	2	2	6	6	20	-5
CN(Cc1cccc(F)c1)C(=O)c1ccc(S(=O)(=O)N2CCOCC2)cc1	-0.1	-8	-1	-1	-5	-2	-12	-8
COc1ccc(S(=O)(=O)N2CCCCC2)cc1NC(=O)Cn1cnc2c1c(=O)n(C)c(=O)n2C	1.3	4	0	2	-3	7	-3	-9
CCN(Cc1ccccc1)C(=O)Cn1cc(S(=O)(=O)NC)c(S(=O)(=O)NC)c1	-0.2	7	1	-2	-4	-3	4	-5
COc1ccc(Cc2nnc(SCc3c(C)noc3C)n2C2CCCCC2)cc1OC	-0.1	8	0	-2	23	-4	1	-10
COc1ccc(CC2(CO)CCN(Cc3c(C)nn(C(C)C)c3C)CC2)cc1	1.5	3	-2	-6	1	0	47	-9
C=CCn1c(SCc2nc3ccccc3[nH]2)nnc1-c1ccccn1	2.7	-9	-1	-2	1	0	2	-11
CCOc1cccc(NC(=O)/C(C#N)=C/c2cccnc2)c1	-1.3	-9	0	-5	29	15	4	-6
COc1ccccc1NC(=O)c1cccc(N2C(=O)C3C4C=CC(C4)C3C2=O)c1 (centres undefined)	-1.5	1	1	-7	1	-16	-15	-6
CN(CC(=O)Nc1ccc(F)cc1)C(=O)CSc1nnc(Cc2ccccc2)o1	-1.0	3	0	5	-3	6	6	5
O=C(O)c1ccc2c(c1)S(=O)(=O)c1cc(Cl)ccc1C2=O	-2.8	3	4	2	-14	-20	11	21
CC(C)C(=O)OC1CCS(=O)(=O)c2sccc21 (centres undefined)	-0.6	-3	-2	-7	-16	1	2	-9
COc1cc(C2N(c3ccc(F)cc3)C(=O)C3CCCN32)cc(OC)c1OC (centres undefined)	-2.0	-12	2	-3	3	-6	5	-11
CCOC(=O)/C(C#N)=C/c1cccc(F)c1	0.5	12	-1	-4	-4	5	2	-8
O=C(CCc1nnc(Cc2c[nH]c3ccccc23)o1)NC1CCCC1	1.8	9	-1	1	1	-5	-19	0
CCCCCCCCCCCCN1[C@@H](CC(=O)OC)c2cc(F)ccc2S1(=O)=O	2.3	11	2	-3	16	5	25	-7
OC12CCCCC1C(c1ccc3c(c1)OCO3)N(Cc1cccc(F)c1)CC2 (centres undefined)	-1.3	23	0	.	-1	-2	28	.
Cc1nc2ccccc2cc1C(=O)Nc1ccccc1Cl	-1.7	-16	-2	3	-1	-2	-20	0
O=C(/C=C/c1ccco1)NC(=S)Nc1ccccc1N1CCOCC1	-1.4	5	-8	0	-10	8	7	1
COc1ccc(/C=C/C(=O)Nc2cccnc2)cc1OC	-1.1	-7	-1	0	-10	4	-29	-7
COc1cc(/C=c2/sc3nc(-c4ccccc4)c(-c4ccccc4)n3c2=O)cc(OC)c1OC	1.9	10	-3	4	-6	0	42	-5
CC(NC(=O)C1CCCN1S(=O)(=O)c1ccc2c(c1)n(C)c(=O)c(=O)n2C)c1ccccc1 (centres undefined)	-0.1	11	0	-2	-2	-7	-7	-4
C=CCn1c(SCC(=O)NCC2CCCO2)nnc1C1CCCCC1 (centres undefined)	-0.3	-3	-1	1	7	-8	-1	-3
COc1ccc(O)c(C(=O)c2coc(=N)c(C(=O)Nc3ccc(SC(F)F)cc3)c2)c1	5.8	-19	-4	-27	-3	-28	.	-68
COc1ccc(-c2nc(CS(=O)CC(=O)NC3CCCC3)c(C)o2)cc1 (centres undefined)	-3.0	14	-1	-5	-9	-1	0	-2
O=C(CCCCC(=O)NCCc1ccccc1)NCCc1ccccc1	-0.3	7	4	-2	-6	-4	12	-5
C[n+]1c(-c2ccccc2)cc2c(=Cc3ccc([N+](=O)[O-])cc3)c3ccccc3n21	-3.4	4	14*	.	-25	-2	22	.
O=C(O)c1ccc(COCC(F)(F)C(F)F)o1	-2.0	-5	2	20	1	-1	3	4
O=C(Nc1ccc(CN2CCOCC2)cc1)c1ccc2ccccc2c1	-0.2	21	-19	0	-6	0	-76	-5
Cn1cc(Br)c(C(=O)n2cc(Br)cn2)n1	-1.1	-15	1	0	-3	2	-3	-4
NS(=O)(=O)c1ccc(CNC(=S)Nc2ccc(F)c(Cl)c2)cc1	1.1	5	-1	-3	5	-8	2	-5
CCOC(=O)c1ccccc1NC(=O)CSc1ccc(-c2cccnc2)nn1	2.8	3	0	-7	3	-3	24	-1
COc1ccc(-c2cc(-c3ccc(C)cc3)n[nH]2)c(O)c1	0.7	0	31*	3	16	-2	-7	-4
COc1cccc(NC(=O)CN(C)S(=O)(=O)c2ccc3c(c2)CCC(=O)N3)c1	-2.4	10	-1	2	1	-2	6	-4
O=c1c2[nH]c3ccccc3c2ncn1C1CCCCC1	-1.0	-1	-2	6	-2	-22	-43	1
CC1=CC2(C)C(C3C(C)=CC2(C)C(=O)C3(C)O)C(C)(O)C1=O (centres undefined)	-2.2	1	0	.	7	3	-3	.
N=c1ccn(Cc2ccc(Cl)c(Cl)c2)cc1	-1.5	-17	0	-5	-2	-6	46	-3
Cc1cc(NC(=O)c2c(F)cccc2F)n(-c2nc3ccccc3[nH]2)n1	17	27	-13	1	15	5	27	-8
CC(C)CCNC(=O)C1CCCN1C(=O)NC1CCCCC1 (centres undefined)	0.9	9	0	-5	-7	6	11	-5

Profiles, quoted from the list. Values in the order: MPTP block	CCR6 antagonist	GRIN3A LBD mod	APOBEC3A inh	EBI2 antag	CXCR6 inh	Gli-Sufu block	APOBEC3G inh
Profile of Cc1cc(NC(=O)c2c(F)cccc2F)n(-c2nc3ccccc3[nH]2)n1 → 17	27	-13	1	15	5	27	-8
Profile of N=c1ccn(Cc2ccc(Cl)c(Cl)c2)cc1 → -1.5	-17	0	-5	-2	-6	46	-3
Profile of CC(C)CCNC(=O)C1CCCN1C(=O)NC1CCCCC1 (centres undefined) → 0.9	9	0	-5	-7	6	11	-5
Profile of COc1ccc(-c2cc(-c3ccc(C)cc3)n[nH]2)c(O)c1 → 0.7	0	31*	3	16	-2	-7	-4
Profile of CC1=CC2(C)C(C3C(C)=CC2(C)C(=O)C3(C)O)C(C)(O)C1=O (centres undefined) → -2.2	1	0	.	7	3	-3	.

Source: PubChem BioAssay (Sanford-Burnham Center for Chemical Genomics)

No enrichment for hits; overall some 5.8% were active at least once.
